Source: PubChem BioAssay
core dimer inh: blocks dimerization of HCV core protein. TR-FRET GST/Flag-core106 dimerization, 1536-well. inhibition, % at 5 µM. 0.33% of 300,000 active;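 active = inhibition above the mean of all tested compounds plus 3 SD, set per screening campaign, cut at about 45% in these data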
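System: GST-tagged and Flag-tagged HCV core protein residues 1-106 / Input: core106 proteins, GST 13.5 nM and Flag 17 nM / Buffer or medium: KF-containing HEPES buffer, pH 7.45, DTT, CHAPS, BSA / Probe or stimulus: Eu-anti-GST and XL665-anti-Flag labelled anti-tag antibodies / Schedule: 4 h, 22.5 °C incubation / Technique: TR-FRET 671 and 617 nm emission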
AHR act: human AHR activation; P35869; AHR-responsive luciferase reporter cells, luminescence; activation, % at 5 µM; 2.5% of 320,000 active; in the data active = activation above about 47%;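 note: 0% = vehicle wells and 100% = reference agonist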
Fh CTSL1 inh: counter-screen for PFM18AAP inhibitors: inhibitors of F. hepatica cathepsin L1 | 0.49% of 300,000 active | AID 1906 | inhibition, % at 5.96 µM | recombinant F. hepatica cathepsin L1, Z-Leu-Arg-MCA fluorescence;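 active = inhibition above the mean of all tested compounds plus 3 SD, set per screening campaign, cut at about 17% in these data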;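 note: 0% = plate median of test compound wells and 100% = 1 µM Z-Phe-Ala-diazomethylketone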
procasp3 activ: activators of human procaspase-3 | P42574 | recombinant procaspase-3 D3A, Ac-DEVD-pNA absorbance 405 nm | activation, % at 8.5 µM | 0.11% of 330,000 active | AID 463141;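 active = activation above the mean of all tested compounds plus 3 SD, cut at about 21% in these data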;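 note: 0% = DMSO alone and 100% = DMSO wells spiked with extra 5 µM PC-3 D3A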
Target sequence (P42574 whole entry D9A/D28A/D175A): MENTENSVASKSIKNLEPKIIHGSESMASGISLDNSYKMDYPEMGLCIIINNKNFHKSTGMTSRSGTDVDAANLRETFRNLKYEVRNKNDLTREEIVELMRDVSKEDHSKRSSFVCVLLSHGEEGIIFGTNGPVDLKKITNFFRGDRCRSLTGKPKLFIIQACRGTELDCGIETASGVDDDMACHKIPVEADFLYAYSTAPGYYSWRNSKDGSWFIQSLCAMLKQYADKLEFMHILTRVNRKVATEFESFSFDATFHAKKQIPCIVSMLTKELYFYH
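Assay system: Procaspase-3 D3A mutant, all three cleavage aspartates alanine. Buffer or medium: Zinc-free HEPES saline buffer with Triton X-100. Times: 1 h compound preincubation, 2 h substrate hydrolysis at 25 °C. Measured by: 405 nm absorbance of p-nitroaniline, reads at 0 and 120 min. Read-out basis: percent activation relative to control range. Replicates: singlicate.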
PP1 inh: PP1-alpha (human) inhibition in PP5 counter-screen; inhibition, % at 6.7 µM; purified PP1alpha, OMFP fluorescence; 0.9% of 320,000 active; P62136;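 active = inhibition above the mean inhibition of all tested compounds plus 3 SD, computed separately for each screening campaign, cut at about 15% in these data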
Target sequence (P62136 whole entry, looked up): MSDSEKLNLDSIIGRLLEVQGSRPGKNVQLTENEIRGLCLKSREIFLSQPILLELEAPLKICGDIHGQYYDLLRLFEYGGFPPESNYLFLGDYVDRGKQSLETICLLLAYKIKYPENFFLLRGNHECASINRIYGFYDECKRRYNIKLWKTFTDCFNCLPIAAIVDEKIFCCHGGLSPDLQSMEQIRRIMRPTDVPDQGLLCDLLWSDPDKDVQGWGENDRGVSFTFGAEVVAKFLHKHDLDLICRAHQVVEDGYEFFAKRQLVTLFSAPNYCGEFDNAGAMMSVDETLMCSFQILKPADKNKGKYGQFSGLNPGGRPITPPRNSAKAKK
PP5 primary: blocks human protein phosphatase 5 activity; P53041; purified PP5c, OMFP substrate fluorescence; inhibition, % at 6.7 µM; 0.18% of 320,000 active;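 active = inhibition above the campaign's mean inhibition across all tested compounds plus 3 SD, cut at about 9.5% in these data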;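 note: 0% = DMSO only and 100% = 100 µM cantharidin control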
Target sequence (P53041 whole entry, looked up): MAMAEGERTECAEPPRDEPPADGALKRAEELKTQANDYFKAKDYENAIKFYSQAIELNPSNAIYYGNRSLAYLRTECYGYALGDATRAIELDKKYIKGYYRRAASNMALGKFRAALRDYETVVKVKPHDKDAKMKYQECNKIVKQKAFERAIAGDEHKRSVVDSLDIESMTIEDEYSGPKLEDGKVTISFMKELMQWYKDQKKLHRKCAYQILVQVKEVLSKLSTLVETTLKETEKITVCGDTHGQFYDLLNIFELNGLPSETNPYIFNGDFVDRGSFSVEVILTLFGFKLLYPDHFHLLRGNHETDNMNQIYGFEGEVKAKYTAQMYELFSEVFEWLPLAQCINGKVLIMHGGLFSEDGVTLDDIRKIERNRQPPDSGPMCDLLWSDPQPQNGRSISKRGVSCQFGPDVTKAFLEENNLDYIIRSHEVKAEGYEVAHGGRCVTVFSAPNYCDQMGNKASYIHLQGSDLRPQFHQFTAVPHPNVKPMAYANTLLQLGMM
proCasp7 act: counter-screen for procaspase-3 activators: activators of human procaspase-7; P55210; recombinant procaspase-7, Ac-DEVD-pNA absorbance 405 nm; D23A/D198A/D206A triple mutant, cannot self-cleave; scale: DMSO 0, 5 µM enzyme 100; activation, % at 8.5 µM; 0.093% of 330,000 active;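 active = percent activation above the screen-wide mean plus 3 SD, cut at about 25% in these data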
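Material: Procaspase-7 triple mutant (PC-7 D3A) | Quantity: 2 µM procaspase-7 mutant as dispensed | Reagent: DEVD-pNA substrate | Times: 1 h preincubation, 2 h reaction | Technique: 405 nm absorbance of p-nitroaniline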
TPT1 inhibitor: C. albicans TPT1 enzyme inhibition. 0.81% of 300,000 active. recombinant caTPT1, FP RNA substrate dephosphorylation. inhibition, % at 5 µM;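 active = inhibition above the mean of all tested compounds plus 3 SD, set per screening campaign, cut at about 24% in these data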;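 note: plate controls were DMSO alone for no effect and ferristatin control at 100 nM for full effect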
PAFAH2 inh: inhibitors of human PAFAH2; 0.99% of 340,000 active; Q99487; inhibition, % at 3.39 µM; recombinant PAFAH2, FP-rhodamine activity probe, fluorescence polarization;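 active = inhibition above the mean over all tested compounds plus 3 SD, cut at about 30% in these data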;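 note: inhibitors block probe labeling of enzyme so polarization drops; 0% = enzyme with DMSO and 100% = wells lacking PAFAH2 protein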
* hit, by the source's call; x = not tested or not shown. Compounds as they come; about 5.6% have a hit in one of these screens.

SMILES | core dimer inh | AHR act | Fh CTSL1 inh | procasp3 activ | PP1 inh | PP5 primary | proCasp7 act | TPT1 inhibitor | PAFAH2 inh
CC(=O)c1ccccc1C(=O)N1CCCC(C(=O)c2ccc(C(F)(F)F)cc2)C1 (configuration not stated) | -9.4 | 4.5 | 3.1 | -0.1 | 0.1 | 4.6 | -4.3 | -3.8 | 6.3
Cc1ccc(CNC(=O)CN(CCc2ccccc2)S(C)(=O)=O)cc1 | 1.8 | -0.9 | 4.4 | -2.3 | 0.8 | 1.0 | -5.2 | -1.0 | 2.3
CCC(C(=O)NCc1ccco1)n1nc(-c2ccc(OC)cc2)ccc1=O (configuration not stated) | 34.4 | 1.4 | -1.5 | 1.5 | -1.1 | 0.4 | 8.0 | -1.5 | -0.2
O=C(CC12CC3CC(CC(C3)C1)C2)Nc1nncs1 | 13.8 | -2.3 | -1.8 | -1.9 | -4.6 | -1.1 | 10.3 | 0.4 | 4.4
COc1ccc(CNc2ncc(-c3ccccc3)n2C)c(OC)c1OC | -7.0 | -2.5 | 1.5 | -7.8 | -1.0 | 1.6 | -0.7 | -0.8 | 0.0
O=C(c1cccs1)N(c1cccc(Cl)c1)C1C=CS(=O)(=O)C1 (configuration not stated) | 7.0 | -1.3 | 1.9 | 0.0 | -6.7 | 2.8 | 6.5 | -6.3 | -5.6
CCn1cc(CNC(=O)c2ccc(OC3CCN(Cc4ccccn4)CC3)cc2)cn1 | 9.5 | -0.5 | 0.1 | 0.5 | 1.1 | -0.2 | 3.6 | -1.0 | 0.4
CC1=CC(=O)C=CC1(C)C(Cl)Cl (configuration not stated) | -4.4 | -2.5 | 2.6 | 2.0 | -4.0 | 3.2 | -5.1 | 2.6 | 2.1
C/C=C1\COC(C(=O)NCc2ccccc2)(C(F)(F)F)C=C1C=C(C)C (configuration not stated) | 12.3 | -0.3 | 4.5 | -3.0 | 2.0 | 3.8 | 6.0 | -1.4 | 2.8
Cc1oc(-c2cc(F)ccc2F)nc1CN1CCN(c2cnccn2)CC1 | -0.3 | 53.8* | -4.1 | 6.1 | -1.2 | -1.3 | 11.6 | -3.6 | -1.8
COc1cc2[nH]c(C(=O)N3CCc4ccccc43)cc2c(OC)c1OC | 7.7 | 25.8 | -1.3 | 9.7 | -0.1 | 0.8 | -5.2 | -4.3 | -9.2
CCCNC(=O)C1CC(=O)N(c2ccc(OCc3ccc(F)cc3)cc2)C1 (configuration not stated) | -0.3 | 2.2 | 0.7 | -7.7 | -1.9 | 1.7 | 6.0 | 1.1 | 2.5
CCOC(=O)C1=C(C)Nc2ccccc2N=C1NC(=O)Cc1ccc(Br)cc1 | -15.6 | 2.3 | -4.6 | 6.0 | -0.7 | 2.4 | 1.7 | -2.3 | -2.9
O=C(Nc1nc(=S)ss1)c1c(F)cccc1F | -2.2 | 0.4 | 1.1 | -14.0 | 0.2 | -0.9 | -22.7 | -3.9 | 7.4
Cc1ccc(C2=NN(CC(=O)NCCC(C)C)C(=O)CC2)cc1 | 8.0 | 3.6 | -6.0 | 5.4 | -2.5 | 0.1 | -3.5 | -6.4 | -1.4
O=C(Nc1ccc(S(=O)(=O)NC2=NCCCCC2)cc1)c1ccc(C(F)(F)F)cc1 | -0.8 | -0.6 | -3.9 | 3.4 | -0.3 | 0.2 | -1.8 | 1.9 | 3.0
S=c1[nH]nc(-c2cccnc2)n1/N=C/c1cccs1 | -3.4 | 12.2 | -1.6 | 2.4 | -0.8 | -1.2 | -18.4 | -0.5 | -3.5
NC(CO)C12CC3CC(CC(C3)C1)C2 (configuration not stated) | 0.2 | 1.9 | -4.0 | 3.9 | -3.2 | 1.2 | 6.1 | -1.1 | -0.3
Cc1csc(NC(=O)CSc2nnc(Cc3cccn3C)n2CCc2ccccc2)n1 | 7.5 | 0.2 | 0.0 | -16.1 | -3.2 | -0.5 | -1.8 | -4.3 | 3.5
S=C(c1ccccc1)N1CCCc2ccccc21 | -2.7 | 1.4 | -3.6 | 2.3 | -2.2 | -1.9 | 11.5 | -0.3 | 2.0
CC1CCN(C(=O)COC(=O)C23CC4CC(CC(O)(C4)C2)C3)CC1 | x | 1.0 | x | 3.6 | -4.0 | -2.0 | 9.2 | x | 4.3
Cc1c(CCOC(=O)c2ccccc2)sc[n+]1CC(=O)c1ccc(Br)cc1 | -9.8 | 1.6 | -0.8 | 1.7 | 12.1 | 1.5 | -5.1 | -1.7 | -2.3
O=C(CN1CCN(C(=O)c2cccc(-n3cnnn3)c2)CC1)Nc1ccccc1Cl | x | 0.2 | x | -4.2 | -4.7 | -2.2 | 3.2 | x | -1.5
CC(C)C(=O)N1N=C2CCCCC2C1(O)C(F)(F)F (configuration not stated) | 1.2 | -0.6 | 8.4 | -1.0 | -8.4 | 2.0 | 1.9 | -1.3 | 5.9
CC(C)CNC(=O)Cn1c(=O)c2c(ncn2CC(C)C)n(Cc2ccccc2)c1=O | -6.2 | 0.8 | 4.0 | 6.6 | -9.2 | 0.7 | -5.7 | 3.8 | 21.3
N=C1c2ccccc2CN1NC(=O)CC12CC3CC(CC(C3)C1)C2 | -2.4 | 4.3 | 2.3 | -4.6 | 0.0 | 1.0 | -7.8 | 0.5 | 12.0
O=C(CNC(=O)c1cccs1)OCc1c(F)cccc1Cl | -5.7 | -5.3 | -20.1 | 1.9 | -0.7 | 0.2 | -3.9 | -0.2 | 1.4
CCc1ccc(NC(=S)N(Cc2ccc(Cl)cc2)Cc2ccc(C(=O)O)cc2)cc1 | 15.4 | -0.4 | 7.2 | 1.6 | 3.0 | 1.5 | 0.8 | -5.4 | -1.6
Brc1ccc(-c2csc(N/N=C/c3cccnc3)n2)cc1 | 0.8 | -4.6 | 4.3 | -3.0 | -0.7 | 1.8 | 0.0 | 4.4 | 5.2
O=C(c1ccccc1)c1ccccc1C(=O)N1CCOCC1 | 3.7 | 3.7 | -2.9 | 11.0 | -1.1 | 2.8 | -1.8 | 0.2 | -3.2
COc1ccc(C2CC(C(F)(F)F)n3nc(C(=O)O)c(Cl)c3N2)cc1OC (configuration not stated) | -1.4 | -3.4 | -4.4 | 7.8 | 3.3 | -1.3 | 4.4 | -5.2 | -4.8
CCOC(=O)C1=C(O)C(Nc2nc3ccccc3s2)(C(F)(F)F)N=C1C (configuration not stated) | -1.5 | 6.4 | 0.1 | 9.3 | 0.0 | 0.6 | 6.6 | -2.1 | 3.5
CC1CCN(CCCNC(=O)CCc2nnc3n(CCc4ccccc4)c(=O)c4ccccc4n23)CC1 | 2.1 | 2.2 | -0.8 | 0.5 | -2.0 | 1.7 | 8.6 | 2.2 | 4.6
OCCCNc1ncnc2sc3c(c12)CCN(Cc1ccccc1)C3 | 2.9 | 5.0 | 32.0* | 6.7 | 1.9 | 1.8 | -5.3 | 24.4* | 2.1
O=C(NCCCN1CCOCC1)c1cc(Cl)ccc1Cl | 2.4 | 1.4 | 0.5 | -3.0 | 1.9 | 2.8 | -7.6 | 2.3 | -1.2
COc1cc(C(=O)N2CCN(S(=O)(=O)c3cccc(F)c3)CC2)ccc1OCC(=O)N1CCOCC1 | 0.6 | 0.1 | -2.5 | 0.9 | -2.8 | 2.0 | 7.9 | 0.1 | -4.1
O=C(CSCc1ccc(Cl)cc1)N/N=C/c1c(Cl)cccc1Cl | 2.3 | 0.8 | 1.2 | -11.0 | 2.5 | 0.7 | 1.4 | 5.1 | -7.6
O=C(NCN1CCOCC1)c1cnccn1 | 10.6 | -2.4 | -2.7 | -2.0 | -2.6 | 1.8 | 9.7 | -2.3 | -4.5
CC(NC(=O)c1cccc(Br)c1)c1ccccc1 (configuration not stated) | -1.2 | -0.1 | -0.2 | 4.0 | -2.4 | 0.3 | 9.0 | -1.3 | 6.3
Oc1ccc(O)c(Cc2nc3ccccc3[nH]2)c1 | -3.0 | 30.6 | -5.7 | -7.3 | -0.8 | 1.5 | -25.3 | 1.4 | -1.7
CNC[C@@H](C)NC[C@@H](Cc1ccccc1)NCCc1ccccc1 | -21.6 | -0.7 | 2.4 | 3.0 | 5.5 | 0.5 | 2.3 | -2.1 | -0.7
O=C1Nc2ccc([N+](=O)[O-])cc2OC1CCN1CCN(Cc2ccccc2)CC1 (configuration not stated) | 3.1 | -1.0 | 1.0 | -1.9 | -1.8 | 1.8 | 0.8 | 4.3 | -0.9
O=C1NC(Cc2ccccc2)C(=O)N1Cc1cc([N+](=O)[O-])cc2c1OCOC2 (configuration not stated) | -1.4 | -1.7 | 2.4 | 2.8 | 5.4 | -0.2 | 4.6 | -4.5 | 3.7
COc1cccc(S(=O)(=O)NCC(=O)N2CCCC2)c1 | -1.1 | 0.0 | 1.8 | -0.3 | -3.1 | -1.7 | -9.2 | 5.0 | 0.8
CC(C)c1ccc(S(=O)(=O)c2cn(Cc3ccc(F)cc3)c3cc4c(cc3c2=O)OCO4)cc1 | 5.9 | -0.1 | -0.3 | -0.5 | -2.5 | 0.7 | 1.1 | -2.0 | x
Cc1cc(=O)cc(C)n1-c1ccc(O)cc1 | 0.1 | -0.8 | 0.7 | 1.9 | -2.4 | 1.1 | 4.4 | -6.2 | 1.7
Cc1nn(C)cc1CN(C)C(=O)CCc1nnc(CCC2CCCCC2)o1 | 0.2 | -1.1 | 2.5 | -1.2 | -0.6 | 0.9 | -8.2 | 3.4 | 3.0
CC(=O)Nc1ccccc1NC(=O)C/C(C)=N/NC(=O)c1ccncc1 | -3.6 | 22.2 | -1.5 | 5.1 | -0.1 | 1.9 | 2.7 | 1.9 | -1.6
COc1ccc2c(c1)C(=O)N(CCc1ccc(S(=O)(=O)NC(=O)NC3CCCCC3)cc1)C(=O)C2(C)C | 18.5 | -1.7 | 4.1 | -6.7 | -0.1 | -2.4 | 7.3 | -0.6 | 23.8
CN1CCN(S(=O)(=O)c2ccc(NC(=O)c3csc4ccccc34)cc2)CC1 | 5.9 | 3.6 | 1.1 | -2.4 | -1.9 | 2.1 | 6.0 | -2.1 | 9.0
Cc1c(NC(=O)Nc2ccccc2Cl)sc(=S)n1C | -5.3 | 17.0 | 0.1 | 3.1 | 2.2 | -0.4 | -14.5 | 0.2 | 2.4
CO/N=C(\C(=O)N[C@@H]1C(=O)N2C(C(=O)O)=C(COC(N)=O)CS[C@H]12)c1ccco1 | 12.4 | -0.3 | 6.9 | -9.8 | -5.1 | -1.8 | -19.6 | -1.5 | 27.1
Cc1nn(-c2ccccc2)c(Cl)c1CN(C(=O)CCl)c1ccc(Cl)cc1 | 6.5 | 1.3 | 1.7 | -4.1 | 2.8 | 1.5 | 6.1 | -3.0 | 2.3

Gathered by group, the compounds so far containing a furan ring, fused or not
SMILES | core dimer inh | AHR act | Fh CTSL1 inh | procasp3 activ | PP1 inh | PP5 primary | proCasp7 act | TPT1 inhibitor | PAFAH2 inh
CCC(C(=O)NCc1ccco1)n1nc(-c2ccc(OC)cc2)ccc1=O (configuration not stated) | 34.4 | 1.4 | -1.5 | 1.5 | -1.1 | 0.4 | 8.0 | -1.5 | -0.2
CO/N=C(\C(=O)N[C@@H]1C(=O)N2C(C(=O)O)=C(COC(N)=O)CS[C@H]12)c1ccco1 | 12.4 | -0.3 | 6.9 | -9.8 | -5.1 | -1.8 | -19.6 | -1.5 | 27.1
